Source: PubChem
BioA inh: BioA (M. tuberculosis) enzyme inhibition; hit rate 0.096% among 360,000; purified M. tuberculosis BioA enzyme, plate reader; inhibition, % at 9.99 µM; in the data active = inhibition above about 40%
An asterisk follows results filed as active. A portion of the library; rates above refer to the full screens.

SMILES	BioA inh
COc1ccc(S(=O)(=O)Nc2ccc3c(c2)C(=O)N([C@@H](C)CO)C[C@@H](C)[C@H](CN(C)C(=O)c2ccccc2)OCCCC[C@@H](C)O3)cc1	-1.0
COCC(=O)N(C)C[C@H]1Oc2ncc(-c3ccccc3C)cc2C(=O)N([C@H](C)CO)C[C@H]1C	1.8
CO[C@H]1CN(C)C(=O)c2cc(NC(C)=O)ccc2OC[C@H](C)N(Cc2cccnc2)C[C@@H]1C	-0.7
COCCNC(=O)C[C@@H]1C[C@H]2c3cc(NC(=O)Nc4ccccc4)ccc3O[C@H]2[C@H](CO)O1	1.7
C[C@@H]1CN([C@@H](C)CO)S(=O)(=O)c2ccc(C#Cc3ccncc3)cc2O[C@@H]1CN(C)S(=O)(=O)c1ccccc1	-0.2
CN1C(=O)c2cc(NC(=O)C3CCCC3)ccc2OC[C@H]2O[C@@H](CC(=O)NCC(F)(F)F)CC[C@H]21	-1.8
Cc1ccccc1-c1ccc2c(c1)O[C@H](CN(C)C)[C@@H](C)CN([C@H](C)CO)S2(=O)=O	-0.7
CN(C)CCCNC(=O)[C@@H]1[C@@H](CO)[C@@H]2Cn3c(ccc(-c4ccncc4)c3=O)[C@H]1N2C(=O)CC1CC1	0.4
CO[C@@H](CN(C)S(=O)(=O)c1ccc(Cl)cc1)[C@H](C)CN(C(=O)Nc1ccccc1F)[C@@H](C)CO	0.0
COc1ccc(S(=O)(=O)N(C)C[C@H]2OCCCC[C@@H](C)Oc3ccc(NC(=O)Nc4ccc5c(c4)OCO5)cc3C(=O)N([C@H](C)CO)C[C@@H]2C)cc1	1.1
CC(C)NC(=O)N(C)C[C@@H]1Oc2ccc(NC(=O)CCN3CCOCC3)cc2C(=O)N([C@@H](C)CO)C[C@@H]1C	0.2
COc1ccc(S(=O)(=O)Nc2cccc3c2O[C@@H](CN(C)C(=O)Nc2ccccc2)[C@@H](C)CN([C@H](C)CO)C3=O)cc1	0.6
COC(=O)C[C@H]1CC[C@H]2[C@@H](COC[C@@H](O)CN2S(=O)(=O)c2ccccc2C)O1	-3.1
O=C(CN1CCOCC1)N1CC[C@@H]2[C@H](CO)Nc3ccc(Br)cc3[C@@H]21	13.3
CN(C)C(=O)[C@@H]1[C@@H](CO)[C@@H]2Cn3c(ccc(C4=CCCC4)c3=O)[C@H]1N2C(=O)Nc1ccccc1	-1.5
CC(C)C#Cc1ccc([C@H]2[C@H](CO)N3CCCCN(C(=O)Nc4ccccc4)C[C@@H]23)cc1	2.1
COc1ccccc1NC(=O)N[C@@H]1CC[C@H](CC(=O)N[C@H](C)c2ccccc2)O[C@@H]1CO	2.8
C[C@H](O)C#Cc1cnc2c(c1)C(=O)N([C@H](C)CO)C[C@H](C)[C@H](CN(C)Cc1cccc(F)c1)O2	-0.4
O=C1O[C@@H](c2ccccc2)[C@@H](c2ccccc2)N2[C@@H](c3ccc(O)cc3)[C@]3(C(=O)Nc4ccc(C#CCCO)cc43)[C@@H](C(=O)NC[C@H](O)c3ccccc3)[C@H]12	-5.3
C[C@H](CO)N1C[C@H](C)[C@H](CN(C)CC2CC2)Oc2cc(C#CCN(C)C)ccc2S1(=O)=O	0.5
C[C@@H]1CCCCO[C@H](CN(C)Cc2ccc(C(=O)O)cc2)[C@@H](C)CN([C@H](C)CO)C(=O)c2cc(NS(=O)(=O)c3ccc(F)cc3)ccc2O1	-1.0
C[C@@H]1CN([C@H](C)CO)C(=O)c2cc(NC(=O)Nc3ccc(F)cc3)ccc2O[C@@H]1CN(C)S(=O)(=O)c1ccc(Cl)cc1	-0.1
C[C@H]1CN([C@@H](C)CO)C(=O)c2cccc(NC(=O)C3CCOCC3)c2O[C@@H]1CN(C)C(=O)NC1CCCCC1	-0.1
C[C@@H]1CN([C@H](C)CO)S(=O)(=O)c2ccc(Br)cc2O[C@H]1CN(C)Cc1ccncc1	7.5
CNC(=O)C[C@@H]1CC[C@@H]2[C@@H](COc3ccc(NC(=O)Nc4cc(C)cc(C)c4)cc3C(=O)N2C)O1	-1.5
Further structures.
SMILES	BioA inh
C[C@H](CO)N1C[C@H](C)[C@H](CN(C)C(=O)C2CCCCC2)Oc2cc(C3=CCCCC3)ccc2S1(=O)=O	8.8
COCC(=O)Nc1ccc2c(c1)OC[C@H](C)N(C(=O)c1cccnc1)C[C@H](C)[C@@H](OC)CN(C)C2=O	-0.9
COc1ccc(S(=O)(=O)N2CCCCN3[C@@H](CO)[C@@H](c4ccc(C5=CCCCC5)cc4)[C@@H]3C2)cc1	-2.2
CN1C(=O)c2cc(NC(=O)c3ccccc3)ccc2OC[C@@H]2O[C@H](CC(=O)O)CC[C@H]21	2.1
C[C@@H]1CCCCO[C@@H](CN(C)C(=O)Nc2ccc(F)cc2)[C@H](C)CN([C@H](C)CO)C(=O)c2cc(NC(=O)Nc3cccc4ccccc34)ccc2O1	0.1
C[C@H](CO)N1C[C@H](C)[C@H](CN(C)C)Oc2ccc(NC(=O)Nc3ccccc3)cc2C1=O	-0.6
COc1ccc(CN(C)C[C@H]2Oc3ccc(NC(=O)Nc4ccc5c(c4)OCO5)cc3C(=O)N([C@H](C)CO)C[C@@H]2C)cc1	0.2
C[C@H](CO)N1C[C@H](C)[C@@H](CN(C)C(=O)c2ccccc2)OCCCC[C@H](C)Oc2ccc(NC(=O)Nc3ccccc3)cc2C1=O	-0.7
COc1ccc(S(=O)(=O)Nc2ccc3c(c2)C(=O)N([C@H](C)CO)C[C@@H](C)[C@H](CN(C)C(=O)Nc2ccc(F)cc2)OCCCC[C@@H](C)O3)cc1	-1.6
C[C@@H]1CN([C@@H](C)CO)C(=O)c2cc(-c3cncnc3)cnc2O[C@H]1CN(C)C(=O)c1cccc(F)c1	0.5
O=C(CN1CCOCC1)NCC[C@@H]1CC[C@H](NC(=O)Cc2ccccn2)[C@H](CO)O1	0.8
C[C@H]1CN([C@@H](C)CO)C(=O)c2ccccc2-c2ccccc2CO[C@H]1CN(C)S(C)(=O)=O	-1.8
O=C(Nc1ccc(F)cc1)N1CCCCN2[C@H](CO)[C@@H](c3ccc(-c4ccccc4F)cc3)[C@@H]2C1	-4.1
COc1ccc(CN(C)C[C@H]2Oc3ccc(NS(=O)(=O)c4c(C)noc4C)cc3C(=O)N([C@@H](C)CO)C[C@@H]2C)cc1	3.2
CCN(C[C@@H]1N[C@@H](CO)[C@H]1c1ccc(-c2ccc(F)cc2)cc1)C(=O)CN(C)C	-0.1
O=C(NC1CCCC1)N1CCCCN2[C@H](CO)[C@H](c3ccc(-c4cccnc4)cc3)[C@H]2C1	-4.4
CN(C)CC(=O)N[C@@H]1CC[C@H](CCNS(=O)(=O)c2ccccc2)O[C@H]1CO	-4.1
COc1ccc(CN(C)C[C@H]2Oc3ccc(NC(=O)c4ccncc4)cc3C(=O)N([C@@H](C)CO)C[C@@H]2C)cc1	-2.8
O=C(C[C@H]1CC[C@@H](NC(=O)c2ccccn2)[C@H](CO)O1)NCc1cccc(F)c1	0.3
C[C@@H]1CN([C@@H](C)CO)C(=O)c2cccc(NS(=O)(=O)c3cccs3)c2O[C@@H]1CN(C)Cc1ccncc1	-1.8
C[C@H]1CN([C@@H](C)CO)C(=O)c2cc(NS(=O)(=O)c3ccccc3)ccc2O[C@H]1CN(C)Cc1ccc(C(F)(F)F)cc1	-2.7
C[C@@H]1CCCCO[C@@H](CN(C)S(=O)(=O)c2ccc(Cl)cc2)[C@@H](C)CN([C@@H](C)CO)C(=O)c2cc(NC(=O)C3CCCCC3)ccc2O1	-0.8
CC(C)NC(=O)Nc1ccc2c(c1)C(=O)N([C@@H](C)CO)C[C@H](C)[C@@H](CN(C)C(=O)NC1CCCCC1)OCCCC[C@H](C)O2	1.8
CC(C)NC(=O)N(C)C[C@@H]1Oc2ccc(NC(=O)Cc3cn(C)c4ccccc34)cc2C(=O)N([C@H](C)CO)C[C@@H]1C	1.1
O=C(C[C@H]1CC[C@@H]2[C@H](COC[C@@H](O)CN2Cc2ccncc2)O1)NCc1ccccc1Cl	-1.9
Additional compounds.
SMILES	BioA inh
C[C@H](CO)N1C[C@H](C)[C@H](CN(C)C(=O)NC2CCCCC2)Oc2c(NC(=O)c3ccc(-c4nccs4)cc3)cccc2C1=O	-2.7
Cc1ccc(S(=O)(=O)N(C)C[C@H]2OCCCC[C@@H](C)Oc3ccc(NC(=O)Nc4ccc5c(c4)OCO5)cc3C(=O)N([C@H](C)CO)C[C@@H]2C)cc1	-0.9
Cc1ccc(S(=O)(=O)N(C)C[C@H]2OCCCC[C@H](C)Oc3ccc(NC(=O)c4ccccc4)cc3C(=O)N([C@H](C)CO)C[C@@H]2C)cc1	-2.4
COc1ccccc1NC(=O)N(C)C[C@@H]1OCc2ccccc2-c2ccccc2C(=O)N([C@H](C)CO)C[C@@H]1C	-0.2
CC(C)NC(=O)Nc1ccc2c(c1)C(=O)N(C)[C@@H]1CC[C@H](CC(=O)NC3CCCCC3)O[C@H]1CO2	3.5
CCS(=O)(=O)Nc1ccc2c(c1)C(=O)N(C)C[C@@H](OC)[C@H](C)CN[C@@H](C)CO2	-2.7
C[C@H](CO)N1C[C@H](C)[C@@H](CN(C)CC2CC2)Oc2ccc(NC(=O)Cc3ccccc3)cc2CC1=O	-0.9
O=C(Nc1ccccc1)Nc1ccc2c(c1)[C@@H]1C[C@@H](CC(=O)N3CCOCC3)O[C@H](CO)[C@@H]1O2	1.1
CN(C)CC(=O)N1CCCCN2[C@@H](CO)[C@@H](c3ccc(-c4cccnc4)cc3)[C@@H]2C1	0.5
Cc1noc(C)c1S(=O)(=O)N(C)C[C@@H]1OCc2ccccc2-c2c(n(C)c3ccccc23)C(=O)N([C@@H](C)CO)C[C@@H]1C	0.8
Cc1noc(C)c1NC(=O)N(C)C[C@@H]1OCc2ccccc2-c2ccccc2C(=O)N([C@H](C)CO)C[C@@H]1C	-3.9
CO[C@H]1CN(C)C(=O)c2ccc(NC(=O)NC(C)C)cc2OC[C@@H](C)N(C(=O)CC2CC2)C[C@H]1C	0.8
C[C@@H]1CCCCO[C@@H](CN(C)C(=O)c2ccncc2)[C@H](C)CN([C@H](C)CO)C(=O)c2cc(NS(=O)(=O)c3cn(C)cn3)ccc2O1	-0.7
C[C@H](CO)N1C[C@H](C)[C@H](CN(C)C)Oc2ncc(C3=CCCC3)cc2C1=O	-0.7
C[C@@H]1CN([C@H](C)CO)C(=O)c2cccc(NC(=O)C3CC3)c2O[C@H]1CN(C)Cc1ccc(C(F)(F)F)cc1	6.2
CCCN(C)C[C@@H]1Oc2cc(C#CC3CC3)ccc2S(=O)(=O)N([C@H](C)CO)C[C@@H]1C	-0.6
Cc1ccccc1S(=O)(=O)N1[C@H](CO)[C@H](c2ccccc2)[C@@H]1C#N	-0.9
CCCNC(=O)[C@@H]1[C@@H](CO)[C@@H]2Cn3c(ccc(-c4ccccc4)c3=O)[C@@H]2N1C(=O)c1ccccc1F	-2.9
COc1ccc(CN(C)C[C@@H]2OCCCC[C@H](C)Oc3ccc(NS(=O)(=O)c4cccs4)cc3C(=O)N([C@@H](C)CO)C[C@H]2C)cc1	0.6
C[C@@H]1CN([C@H](C)CO)C(=O)c2cccc(NC(=O)c3ccncc3)c2O[C@H]1CN(C)CC1CC1	0.8
C[C@@H]1CN([C@H](C)CO)S(=O)(=O)c2ccc(-c3ccncc3)cc2O[C@@H]1CN(C)C(=O)c1cccc(F)c1	2.4
C[C@H](CO)N1C[C@H](C)[C@H](CN(C)C(=O)CCC(F)(F)F)OCCCC[C@H](C)Oc2ccc(NS(=O)(=O)c3cn(C)cn3)cc2C1=O	-2.4
CO[C@H]1CN(C)C(=O)c2ccc(NC(=O)C3CC3)cc2OC[C@H](C)N(Cc2nccs2)C[C@@H]1C	-1.9
CCS(=O)(=O)Nc1ccc2c(c1)C(=O)N(C)[C@@H]1CC[C@H](CC(=O)NCCOC)O[C@@H]1CO2	-2.8
C[C@@H]1CN([C@H](C)CO)C(=O)c2cc(NS(=O)(=O)c3cccs3)ccc2O[C@@H](C)CCCCO[C@@H]1CN(C)Cc1ccc2c(c1)OCO2	1.3
C[C@@H]1CN([C@@H](C)CO)C(=O)c2cc(N(C)C)ccc2O[C@@H](C)CCCCO[C@H]1CN(C)C(=O)c1ccncc1	-0.8
CC(C)[C@H](C)NC(=O)N(C)C[C@@H]1OCc2ccccc2-c2c(n(C)c3ccccc23)C(=O)N([C@H](C)CO)C[C@H]1C	1.2
COc1ccccc1S(=O)(=O)N[C@H]1CC[C@@H](CCn2cc(C3CC3)nn2)O[C@H]1CO	-3.6
CCC(=O)N1CCCCN2[C@H](CO)[C@@H](c3ccc(C#CCOC)cc3)[C@H]2C1	-3.6
C[C@@H]1CCCCO[C@@H](CN(C)S(=O)(=O)c2cn(C)cn2)[C@H](C)CN([C@@H](C)CO)C(=O)c2cc(NC(=O)Nc3ccc(F)cc3)ccc2O1	1.5
